PME-1 inh: blocks human protein phosphatase methylesterase 1 | AID 2130 | Q9Y570 | recombinant PME-1, FP-Rh probe fluorescence polarization | inhibition, % at 5.9 µM | 0.53% of 320,000 active;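 active means inhibition above the campaign mean of all compounds plus 3 SD, cut at about 26% in these data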;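 further: competitive labeling of PME-1 active site by serine hydrolase directed probe; 0% = PME-1 with DMSO and 100% = wells lacking PME-1 enzyme; inhibitors block probe labeling so polarization falls and inhibition rises; many of its hits are not listed in these tables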
PAFAH1B2 inh: inhibitors of human PAFAH1B2; P68402; recombinant PAFAH1B2, FP-rhodamine activity probe, fluorescence polarization; inhibition, % at 3.39 µM; 1.2% of 340,000 active; AID 492953;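 active means inhibition above the mean of all tested compounds plus 3 SD, cut at about 24% in these data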;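 further: 0% = enzyme with DMSO and 100% = wells lacking PAFAH1B2; many of its hits are not listed in these tables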
PREPL inh: inhibitors of human prolyl oligopeptidase-like enzyme PREPL; 0.68% of 320,000 active; recombinant PREPL, fluorescence polarization activity-based probe; AID 2751; inhibition, % at 5.96 µM; in the data active means inhibition above about 43%;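 further: 0% = enzyme with DMSO and 100% = wells lacking enzyme; many of its hits are not listed in these tables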
LYPLA1 counter: counter-screen for PME1 inhibitors: inhibitors of human LYPLA1; recombinant LYPLA1, FP-Rh probe fluorescence polarization; 0.16% of 320,000 active; inhibition, % at 5.9 µM; AID 2174;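 active means inhibition above the mean of all tested compounds plus 3 SD, set per campaign, cut at about 14% in these data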;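 further: inhibitors block serine hydrolase probe labeling of LYPLA1 so polarization falls; 0% = enzyme with DMSO and 100% = wells lacking LYPLA1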
pPAFAH inh: pPAFAH (human) enzyme inhibition; AID 463082; 1.5% of 330,000 active; recombinant pPAFAH, FP-rhodamine probe fluorescence polarization; inhibition, % at 3.39 µM; Q13093;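 active means inhibition above the mean inhibition across the screen plus 3 SD, cut at about 25% in these data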;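 further: inhibitors block binding of the rhodamine activity-based probe so polarization drops; 0% = enzyme with DMSO and 100% = wells lacking pPAFAH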
Target sequence (Q13093 whole entry, looked up): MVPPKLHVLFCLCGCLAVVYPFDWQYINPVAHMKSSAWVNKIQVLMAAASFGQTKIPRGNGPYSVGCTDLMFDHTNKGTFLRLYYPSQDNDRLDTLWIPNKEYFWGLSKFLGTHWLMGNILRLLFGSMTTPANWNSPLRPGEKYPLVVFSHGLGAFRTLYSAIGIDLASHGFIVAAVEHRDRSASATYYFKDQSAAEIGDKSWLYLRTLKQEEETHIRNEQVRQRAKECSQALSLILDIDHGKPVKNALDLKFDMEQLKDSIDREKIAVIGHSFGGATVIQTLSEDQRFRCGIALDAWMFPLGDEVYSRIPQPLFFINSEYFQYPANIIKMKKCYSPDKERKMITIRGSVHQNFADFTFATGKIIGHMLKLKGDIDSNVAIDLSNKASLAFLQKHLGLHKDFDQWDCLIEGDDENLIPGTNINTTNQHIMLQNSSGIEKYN
PAFAH1B3 inh: PAFAH1B3 (human) inhibition | recombinant PAFAH1B3, FP-rhodamine probe, fluorescence polarization | inhibition, % at 3.39 µM | Q15102 | 0.28% of 340,000 active;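 active means inhibition above the screen-wide average of all tested compounds plus 3 SD, cut at about 25% in these data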;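 further: 0% = enzyme with DMSO only and 100% = wells lacking PAFAH1B3 protein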
LYPLA2 inh: counter-screen for PME1 inhibitors: inhibitors of human LYPLA2. O95372. recombinant LYPLA2, FP-Rh probe fluorescence polarization. inhibition, % at 5.9 µM. 0.38% of 320,000 active;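 active means inhibition above the screen-wide mean plus 3 SD, limit set per campaign, cut at about 26% in these data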;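 further: 0% = LYPLA2 with DMSO and 100% = wells lacking LYPLA2 enzyme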
PAD4 inh: PAD4 (human) enzyme inhibition; recombinant PAD4, RCA probe fluorescence polarization; inhibition, % at 6.36 µM; 0.41% of 330,000 active; AID 485272;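 active means percent inhibition above a cutoff equal to the mean of all tested compounds plus 3 SD, cut at about 15% in these data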;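 further: 0% = PAD4 with RCA probe and DMSO and 100% = probe without PAD4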
GSTO1 counter: blocks human GSTO1 in RBBP9 counter-screen; recombinant GSTO1, activity-based probe fluorescence polarization; AID 1974; P78417; 1.1% of 300,000 active; inhibition, % at 5.96 µM;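 active means inhibition above the campaign mean inhibition plus 3 SD, cut at about 35% in these data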;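 further: 0% = GSTO1-1 with DMSO and 100% = wells lacking GSTO1-1 enzyme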
Target sequence (P78417 whole entry, looked up): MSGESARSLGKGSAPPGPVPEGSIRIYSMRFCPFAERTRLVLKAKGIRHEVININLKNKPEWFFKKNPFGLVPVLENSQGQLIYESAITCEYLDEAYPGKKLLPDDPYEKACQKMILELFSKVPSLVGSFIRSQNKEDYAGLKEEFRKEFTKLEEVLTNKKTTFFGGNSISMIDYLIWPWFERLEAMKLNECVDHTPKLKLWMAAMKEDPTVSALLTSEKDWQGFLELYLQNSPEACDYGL
The depositor's hits bear a star; . = no result given; & = joins results of further samples.

SMILES	PME-1 inh	PAFAH1B2 inh	PREPL inh	LYPLA1 counter	pPAFAH inh	PAFAH1B3 inh	LYPLA2 inh	PAD4 inh	GSTO1 counter
O=C(NCc1nnc(SCc2ccc(F)cc2)n1-c1ccc(F)cc1)C12CC3CC(CC(C3)C1)C2	4	24	33	3	6	1	6	2	1
Cc1c(C(=O)N(C)CCOc2ccccc2)oc2c(Cl)cccc12	0	4	-9	-5	-2	-1	-2	1	.
Cn1c(Cn2nnc3ccccc32)nnc1SCC(=O)c1ccc(F)cc1	0	-1	10	1	-1	1	7	1	16
COc1ccc(CCN=CC2=C(O)CCCC2=O)cc1OC	9	4	14	0	4	14	5	1	7
COc1ccc(C2(C)NC(=O)N(CC(=O)Nc3ccc(C)cc3Br)C2=O)cc1OC (configuration not stated)	0	3	11	3	0	3	0	-1	9
COc1ccc(C(=O)c2c(C)oc3cc([N+](=O)[O-])c(O)c([N+](=O)[O-])c23)cc1	1	5	2	4	13	7	4	0	3
O=C(O)CC(NC(=O)Cc1ccccc1)c1ccccc1 (configuration not stated)	-1	3	-1	0	-4	7	7	2	2
COc1ccc(NC(=O)C2CCC(CNc3c(N4CCC(C)CC4)c(=O)c3=O)CC2)cc1OC (configuration not stated)	0	7&-4	4	24*	3	5&-1	6	-4	-7
COc1ccc(NS(=O)(=O)c2cc(NC(=O)CCSc3ccccc3)ccc2OC)cc1	-15	12	14	-12	6	1	-27	0	-3
CCOc1ncccc1C(=O)Nc1cc(S(=O)(=O)N2CCOCC2)ccc1N1CCCC1	-3	-3	-3	-6	-3	4	-5	-4	13
Cc1cc2occ(CC(=O)N(C)CC(=O)Nc3cccc(F)c3)c2cc1C	8	-2	5	0	5	5	0	-2	7
COc1ccc(-c2noc(N3CCC(C(=O)NCc4ccc(F)cc4)CC3)n2)cc1	2	-2	5	-2	1	5	5	-1	-2
COc1ccc(NC(=O)CSCC(=O)NC2(C)CCS(=O)(=O)C2)cc1 (configuration not stated)	0	3	-3	-3	-1	2	-5	2	2
O=C(Cc1coc2cc3c(cc12)CCC3)NC1CCCCCCC1	-2	4	-20	-7	13	3	-5	1	-1
O=C(CN1CCN(C/C=C/c2ccccc2)CC1)Nc1cc([N+](=O)[O-])ccc1Cl	4	6	49*	22*	4	7	31*	-4	4
CCN(CC)c1ccc(S(=O)(=O)N2CCOCC2)cc1NC(=O)CN1CCN(Cc2ccccc2)CC1	59*	5	27	1	-1	5	0	-6	-6
Nc1nc(SCC(=O)N2CCOCC2)n[nH]1	-3	5	6	-1	0	3	-1	3	-5
CCCCNC(=O)c1cc2c(=O)n3cccc(C)c3nc2s1	-3	0	-4	-2	1	8	7	-1	-6
COc1ccc(CCNC(=O)c2c[nH]c3ccc(F)cc3c2=O)cc1OC	-6	3	-3	-1	1	5	0	83*	4
O=C(COC(=O)c1ccc([N+](=O)[O-])cc1)NC1CCCC1	-3	-3	4	-6	14	8	-2	1	1
Cc1cc(C)c(S(=O)(=O)c2ccccc2)c(OC(=O)c2c(F)cccc2Cl)n1	3	-2	8	0	3	5	-7	-6	5
CCN(CC)c1ccc(/C=N/NC(=O)c2cccc(S(=O)(=O)N3CCOCC3)c2)cc1	5	4	19	-1	12	1	8	1	-3
NS(=O)(=O)c1ccc(CCNC(=O)CN2CCN(c3cccc(Cl)c3)CC2)cc1	-4	3	0	2	3	5	2	5	0
CS(=O)(=O)c1ccc2nc(NC(=O)Cc3ccccc3)sc2c1	6	9	-2	1	1	3	7	0	0
O=C(NC(Cc1ccccc1)C(=O)OCC(=O)N1CCc2ccccc21)c1ccco1 (configuration not stated)	-1	-1	-4	-5	2	3	-15	-5	-3
CCN(CC(=O)Nc1ccc(C(C)=O)cc1)CC(=O)Nc1ccc2c(c1)OCCO2	.	5	6	.	7	2	.	0	.
CCN(CC)c1nc(-c2nn[nH]n2)nc(N(CC)CC)n1	-1	2	7	0	8	-5	-1	-4	-2
COc1ccc2nc(NC(=O)CNS(=O)(=O)c3cccs3)sc2c1	-2	1	-6	-1	2	0	-2	-4	15
CCOCCCN(C(=O)Cn1nnc(-c2ccc(C)o2)n1)C(C(=O)NC1CCCC1)c1ccco1 (configuration not stated)	-5	0	6	-2	-1	-4	-5	0	0
CC1(C)CC(=O)C/C(=N\NC(=S)NCc2ccccc2)C1	6	7	3	-1	7	1	-3	-1	1
NC(=O)c1ccc(NC(=O)COc2ccc(-n3cnnn3)cc2)cc1	-6	2	2	-5	1	4	-9	-1	.
CC(C)(C)c1ccc(NC(=O)C2=CC=CN3CCS(=O)(=O)N=C23)cc1	55*	8	8	0	1	-1	2	4	.
Cc1cccc2sc(NC(=O)c3cc(S(=O)(=O)N(C)C)ccc3N3CCCC3)nc12	1	2	8	-1	-2	-5	4	0	-1
CCOC(=O)c1cc(-c2cccc(C(F)(F)F)c2)nc2nc(SC)[nH]c(=O)c12	-8	5	-5	-4	9	0	3	-3	-16
CC(C)C(C)NC(=O)COc1ccc(OCc2ccccc2)cc1 (configuration not stated)	-1	21	-1	3	1	10	8	-2	8
COc1cc(C(=O)NCc2ccc3c(c2)OCO3)c([N+](=O)[O-])cc1OC	1	4	2	2	3	10	8	0	-1
N#Cc1cccc(NCC(=O)Nc2ccc3c(c2)OCCO3)c1	-5	1	-5	4	3	4	0	2	2
CCCn1c2ccccc2c2cnn(CC(=O)NCCCN3CCCCC3)c(=O)c21	0	-3	-2	-1	5	8	-4	-4	1
CCOC(=O)C1CCCN(C(=O)COC(=O)c2cc(=O)c3ccccc3o2)C1 (configuration not stated)	-6	-1	2	1	-2	9	0	2	2
N#Cc1ccc(OCC(=O)NNC(=S)NC2CCCCC2)cc1	1	14	12	3	2	2	6	5	.
CC(C)C[C@@H](COc1ccccc1)N1CCN(Cc2ccccc2)CCC1=O	6	4	0	0	0	2	0	1	7
COc1ccc(C(=O)/C=C(\C)Nc2ccc3c(c2)OCO3)cc1	4	7	12	1	8	10	5	-1	8
Cc1onc(-c2c(F)cccc2Cl)c1C(=O)NC1CC1	-2	3	-1	-2	-2	5	4	-1	3
O=Cc1cccc(OC(=O)Nc2ccccc2)c1	3	.	13	1	2	.	-1	6	7
COc1ccc(NC(=O)CCCNC(=O)c2ccc(Cl)cc2)cc1OC	4	-6	1	5	1	8	3	-1	-2

Only LYPLA1 counter, for seven of the compounds above:
| Molecule | LYPLA1 counter |
| --- | --- |
| Cc1onc(-c2c(F)cccc2Cl)c1C(=O)NC1CC1 | -2 |
| CCOC(=O)c1cc(-c2cccc(C(F)(F)F)c2)nc2nc(SC)[nH]c(=O)c12 | -4 |
| COc1cc(C(=O)NCc2ccc3c(c2)OCO3)c([N+](=O)[O-])cc1OC | 2 |
| CCCn1c2ccccc2c2cnn(CC(=O)NCCCN3CCCCC3)c(=O)c21 | -1 |
| CC(C)(C)c1ccc(NC(=O)C2=CC=CN3CCS(=O)(=O)N=C23)cc1 | 0 |
| N#Cc1cccc(NCC(=O)Nc2ccc3c(c2)OCCO3)c1 | 4 |
| N#Cc1ccc(OCC(=O)NNC(=S)NC2CCCCC2)cc1 | 3 |

(further entries)
SMILES	PME-1 inh	PAFAH1B2 inh	PREPL inh	LYPLA1 counter	pPAFAH inh	PAFAH1B3 inh	LYPLA2 inh	PAD4 inh	GSTO1 counter
CC1(C)c2[nH]c3ccccc3c2C[C@@H]2C(=O)N(c3ccc(F)cc3F)C(=O)N21	2	-2	9	1	7	12	4	5	-2
CCCNC(=O)c1ccc(COc2ccc(CCC)cc2OC)o1	-5	-1	14	1	2	-9	3	0	-1
COc1ccc(Cl)cc1NC(=O)CSc1nnc(CNC(=O)c2cccs2)o1	1	4	-3	-1	2	7	4	-3	7
O=C1/C(=C/c2cccs2)NC(=S)N1C1CC1	-9	3	-2	1	1	-8	-4	-3	3

4 compounds from above, sorted by the number in PAFAH1B3 inh, falling:
canonical_smiles | PME-1 inh | PAFAH1B2 inh | PREPL inh | pPAFAH inh | PAFAH1B3 inh | PAD4 inh
CC1(C)c2[nH]c3ccccc3c2C[C@@H]2C(=O)N(c3ccc(F)cc3F)C(=O)N21 | 2 | -2 | 9 | 7 | 12 | 5
COc1ccc(Cl)cc1NC(=O)CSc1nnc(CNC(=O)c2cccs2)o1 | 1 | 4 | -3 | 2 | 7 | -3
O=C1/C(=C/c2cccs2)NC(=S)N1C1CC1 | -9 | 3 | -2 | 1 | -8 | -3
CCCNC(=O)c1ccc(COc2ccc(CCC)cc2OC)o1 | -5 | -1 | 14 | 2 | -9 | 0

The list is partial (hit frequency here may not be typical).
